influenza NS1A – NS1A inhibition, H1N1 influenza, cell based functional assay (AID 504329); one-dose inhibition, % at 12.5 µM; IC50 in µM for titrated hits; NS1A functional cell-based assay, percent inhibition; higher % means a stronger effect; 340,000 compounds, 0.3% hits; in the data active means a potency from the dose series; inconclusive means inhibition above about 27% without an active follow-up result; further: strong numbers were not always called active
M. tuberculosis HTS – M. tuberculosis growth inhibition, HTS (AID 449762) | M. tuberculosis H37Rv growth inhibition, 7H9 media; higher % means a stronger effect | inhibition, % at 25 µM; hits with a dose series show IC50 in µM | 330,000 compounds, 0.59% hits; in the data active means a potency from the dose series; inconclusive means inhibition above about 70% without an active follow-up result;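 further: bacterial growth assessed after seven days of incubation; strong numbers were not always called active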
tuberculosis growth – growth inhibition of non-replicating M. tuberculosis (AID 488890); Mycobacterium tuberculosis non-replicating, growth inhibition; higher % means a stronger effect; one-dose inhibition, % at 25 µM; IC50 in µM for titrated hits; 320,000 compounds, 0.39% hits; in the data active means a potency from the dose series; inconclusive means inhibition mostly from about 82% at the one dose, without a potency; inactive means the rest, 99 in 100 with inhibition below about 76%;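 further: plate controls were DMSO cells for no effect and high antibiotic wells for full effect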
PhoP GFP inhibition – PhoP regulon inhibitors, Salmonella typhi PhoP promoter GFP reporter, confirmatory (AID 1850); one-dose inhibition, % at 50 µM; IC50 in µM for titrated hits; 310,000 compounds, 0.33% hits; Salmonella Typhi PhoP-promoter GFP reporter, fluorescence, 4 h; higher % means a stronger effect; in the data active means a potency from the dose series; inconclusive means inhibition mostly from about 25% at the one dose, without a potency; inactive means the rest, 99 in 100 with inhibition below about 19%;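 further: 0% = induced wells with vehicle and 100% = uninduced wells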
VEEV TC-83 Vero – inhibitors of VEEV TC-83 cytopathic effect, confirmation, Vero cells (AID 588727); Vero cells, VEEV TC-83 cytopathic effect inhibition; higher % means a stronger effect; inhibition, % at 20 µM, or IC50 in µM where a hit was titrated; 350,000 compounds, 0.13% hits; in the data active means a potency from the dose series; inconclusive means inhibition mostly from about 14% at the one dose, without a potency; inactive means the rest, 99 in 100 with inhibition below about 12%; further: strong numbers were not always called active
VEEV TC-83 Vero 10K pilot screen – also measured in VEEV TC-83 Vero; calls as there; inhibition, %; measured here: 10K pilot screen inhibition
The depositor's hits bear a star; i = inactive; u = inconclusive; x = no result given. Rows are unselected. Share with any hit: about 1.6%.

SMILES | influenza NS1A | M. tuberculosis HTS | tuberculosis growth | PhoP GFP inhibition | VEEV TC-83 Vero | others
CC1=NN(c2nc(N)nc(/C(C#N)=C/c3ccc([N+](=O)[O-])o3)n2)C(C)(C)C1 | 4.5% | x | x | x | i
COc1cccc(N2CCN(c3ccc(S(=O)(=O)N4CCN(C)CC4)cc3[N+](=O)[O-])CC2)c1 | 21.5% | 3.9% | 37.8% | x | 52.5%
C/C(=N\NC(=S)NCc1ccccc1)c1ccc(Br)cc1 | -3.3% | 6.3% | u | -18.3% | 3.1%
COc1ccc(-c2nnc(COc3ccc4ccccc4c3)o2)cc1OC | -3.1% | -16.9% | 9.2% | -8.5% | i
COc1ccc(CC2(CO)CCN(CC3=Cc4cc(Cl)ccc4OC3)CC2)cc1 | 5.7% | u | 75.7% | -2.3% | 2.1%
O=C(CCCc1ccccc1)c1ccccc1 | 1.9% | -2.8% | 74.4% | 8.4% | 0.1%
COc1ccc(NS(=O)(=O)c2ccc(C)c(C(=O)N(C)CCc3ccc(OC)c(OC)c3)c2)cc1 | 4.5% | -1.8% | 1.6% | 3.6% | i
COc1ccc2ccccc2c1/C=N/NC(=O)c1ccc([N+](=O)[O-])cc1 | -4.4% | 0.4% | 3.2% | -2.6% | 1.0%
COc1ccccc1-c1nnc(NC(=O)C(C)SC2=NCCS2)s1 (stereo unspecified) | 4.5% | -4.8% | 1.0% | 11.0% | 9.2%
O=C(COC(=O)c1ccc(S(=O)(=O)N2CCCC2)cc1)Nc1ccc(F)cc1F | -1.9% | -1.3% | -6.3% | -1.8% | 3.2%
Fc1cccc(Cc2noc(CN3CCCCC3CCc3ccccn3)n2)c1 (stereo unspecified) | -3.9% | 2.4% | 13.2% | -11.7% | 1.1%
Cn1c(SCC(=O)N2CCN(C(=O)c3ccco3)CC2)nnc1-c1ccc(NS(C)(=O)=O)cc1 | 3.3% | -9.7% | -12.2% | 6.1% | 0.2%
CC(=O)c1cccc(NC(=S)Nc2ccc(F)cc2)c1 | 0.5% | 8.2% | 26.4% | -0.3% | 0.8%
Cc1ccc(S(=O)(=O)N(C)CC(=O)OCC(=O)NCCc2ccc(S(N)(=O)=O)cc2)cc1 | 13.5% | 0.4% | -9.2% | x | 0.2%
C#CCSc1n[nH]c(-c2ccco2)n1 | 9.0% | 8.8% | 0.4% | 1.8% | 1.1%
CN(C(=O)COC(=O)c1ccc(=O)n(Cc2ccccc2)n1)c1ccccc1 | -4.7% | -1.0% | -19.8% | 2.8% | i
O=C1CCCC2=C1C(c1ccco1)Nc1ccc3ccccc3c12 (stereo unspecified) | -1.8% | 1.1% | 18.8% | -9.4% | 0.7%
Cn1c(Cc2cccs2)nnc1SCC(=O)Nc1ccccc1F | -11.5% | -3.8% | 14.3% | 3.0% | 1.4%
COc1cc(C(=O)NCC2CCCN2S(=O)(=O)c2cccs2)cc(OC)c1OC (stereo unspecified) | 0.8% | 9.0% | 15.3% | -4.6% | 0.8%
COc1ccc(-n2c(SCC(=O)Nc3nccs3)nc3sc4c(c3c2=O)CCN(C)C4)cc1 | -5.3% | 21.5% | u | 0.9% | 0.8%

Four neighbouring entries already listed:
SMILES | influenza NS1A | M. tuberculosis HTS | tuberculosis growth | PhoP GFP inhibition | VEEV TC-83 Vero | others
O=C1CCCC2=C1C(c1ccco1)Nc1ccc3ccccc3c12 (stereo unspecified) | -1.8% | 1.1% | 18.8% | -9.4% | 0.7%
Cn1c(Cc2cccs2)nnc1SCC(=O)Nc1ccccc1F | -11.5% | -3.8% | 14.3% | 3.0% | 1.4%
COc1cc(C(=O)NCC2CCCN2S(=O)(=O)c2cccs2)cc(OC)c1OC (stereo unspecified) | 0.8% | 9.0% | 15.3% | -4.6% | 0.8%
COc1ccc(-n2c(SCC(=O)Nc3nccs3)nc3sc4c(c3c2=O)CCN(C)C4)cc1 | -5.3% | 21.5% | u | 0.9% | 0.8%

Further entries.
SMILES | influenza NS1A | M. tuberculosis HTS | tuberculosis growth | PhoP GFP inhibition | VEEV TC-83 Vero | others
Cc1ccc(-n2nnnc2CN2CCCCC2)cc1 | 4.4% | -3.0% | -5.6% | 11.4% | i
CCOc1ccc(C2CC(=O)NC3=C2C(=O)CCC3)cc1 (stereo unspecified) | -4.3% | -7.5% | -8.5% | 5.0% | 2.7%
N#Cc1cn(CC(=O)O)c2ccccc12 | -4.6% | 6.8% | 21.2% | -6.1% | 0.4%
COc1ccc(NC(=O)CCCCn2c(=O)[nH]c3ccccc3c2=O)cc1 | 4.2% | -3.5% | -3.5% | -10.9% | 3.1%
CN(C)S(=O)(=O)c1cccc(NC(=O)CN2C(=O)C3C4C=CC(C4)C3C2=O)c1 (stereo unspecified) | -0.7% | -1.7% | -6.0% | 0.8% | 0.2%
O=C(CSc1nc(O)c(C2CCCCC2)c(=O)[nH]1)Nc1ccc(F)cc1 | -0.3% | -2.3% | 11.3% | 4.7% | 1.0%
COc1ccc(C(=O)Nc2ccc3ccccc3n2)c(OC)c1OC | -4.5% | u | 29.0% | -8.0% | 8.6%
O=C(C[C@H]1C/C=C/CC[C@@H](Cc2ccc(F)cc2)C(=O)O[C@@H](c2ccccc2)CNC1=O)NCCO | 9.5% | -2.6% | 15.9% | x | 6.4%
CCN(CC)CCCC(C)NC(=O)c1cc(=O)c2ccccc2o1 (stereo unspecified) | 5.2% | 0.9% | 49.3% | -0.5% | 0.4%
CCN(C(=O)C1CSC2(C)CCC(=O)N12)c1nc2c(C)cccc2s1 (stereo unspecified) | -6.6% | 0.0% | 4.1% | -5.1% | 0.9%
CCCN(CCC)c1nc(Cl)nc(NCc2ccco2)n1 | -2.3% | 6.9% | 12.8% | -2.3% | 5.7%
CNC(=S)N(CCc1c(C)[nH]c2ccc(C)cc12)Cc1cccnc1 | 5.9% | -4.3% | x | -9.2% | 1.0%
COc1ccc(NC(=O)N2CCN(C(=O)Nc3ccc(OC)cc3)CC2)cc1 | 0.8% | -2.8% | -14.9% | 4.1% | i
O=C(CSC(=S)N1CCOCC1)Nc1ccc(S(=O)(=O)Nc2ncccn2)cc1 | -3.2% | -0.2% | 21.1% | -7.6% | 1.6%
CCOC(=O)C(C)NC(=O)CCc1nnc2ccc(N3CCC(C)CC3)nn12 (stereo unspecified) | -5.3% | 1.9% | 0.3% | 8.9% | 0.1%
CCOC(=O)CCC(NC(=O)CCCCCCCC(=O)NC(CCC(=O)OCC)C(=O)OCC)C(=O)OCC (stereo unspecified) | -3.1% | -1.0% | 30.5% | 5.4% | 0.9%
CC(C)(C)c1ccc(C(=O)NCCCNC(=O)c2cccnc2)cc1 | -2.7% | -7.6% | -4.1% | 0.8% | i
O=C(CCCCCCN1C(=O)c2ccccc2C1=O)NC1CCCCC1 | 0.4% | 0.4% | 7.9% | 3.1% | 4.1%
CCc1c(O)nc(SCC(=O)Nc2ccccc2C)[nH]c1=O | -0.2% | -8.7% | 5.1% | -11.6% | i
O=C(CN1CCN(S(=O)(=O)c2ccc(F)cc2)CC1)NCC1(N2CCOCC2)CCCCC1 | -5.5% | -2.7% | -2.0% | x | 3.2%
CCc1ccc(NC(=O)NCc2ccccn2)cc1 | -2.9% | -23.3% | -9.1% | -9.9% | 1.8%
COc1ccc(C)cc1S(=O)(=O)N1CCC(C(=O)N2CCOCC2)CC1 | 1.4% | -2.0% | -1.9% | -0.5% | 1.3%
Cc1ccc(S(=O)(=O)NCCC(=O)N2CCN(S(=O)(=O)c3cccc(F)c3)CC2)cc1C | 4.2% | 7.9% | -9.2% | -2.7% | 2.5%
COc1ccc(OC)c(C2C(C(C)=O)=C(C)Nc3ncnn32)c1 (stereo unspecified) | -4.9% | -2.1% | -3.8% | -4.3% | 1.1%
CCN(CC(=O)Nc1cccc(S(=O)(=O)N2CCCCC2)c1)Cc1ccccc1 | -5.4% | -3.6% | 25.6% | 7.0% | 2.6%
Cc1cc(NC(=O)c2ccccc2Oc2ccccc2)no1 | 3.1% | -1.3% | 56.8% | -9.0% | i
CN1CCN(NC(=O)/C=C/c2cccc(Cl)c2)CC1 | -5.2% | 3.9% | 7.6% | -6.5% | 1.2%
CCn1cc(/C=C/C(=O)Nc2ccn(Cc3c(F)c(F)cc(F)c3F)n2)cn1 | 4.0% | 5.9% | 10.7% | -6.7% | 12.1%
COCCCNC(=O)c1ccc(CS(=O)(=O)c2ccccc2C)o1 | 13.9% | -7.0% | -13.2% | 3.1% | 0.6%
COCCN1Cc2cccc(C(=O)NCc3ccc4c(c3)OCO4)c2C1=O | -11.5% | -0.2% | 4.2% | -1.1% | 1.0%
Cn1cccc1-c1nc2ccc(NC(=O)c3ccco3)cc2[nH]1 | 5.5% | -2.9% | -16.6% | -6.3% | 11.6%
COCCNC(=O)[C@H]1C[C@@H]1[C@H](NP(=O)(c1ccccc1)c1ccccc1)c1ccccc1 | 5.9% | 3.4% | 13.2% | -24.8% | 0.1% | VEEV TC-83 Vero 10K pilot screen=0.3
CSc1ccc(CCNC(=O)CN2C(=O)c3cccnc3Oc3ccc(C)cc32)cc1 | -7.0% | 56.6% | 11.4% | -10.6% | 8.4%
Oc1c(C=Nc2ccc(Cl)cn2)sc2ccccc12 | -9.5% | -1.5% | 1.3% | 11.6% | 0.2%
O=C(O)/C=C/C(=O)NCc1ccccn1 | -13.1% | 0.2% | 6.6% | -24.8% | 1.6%
Cc1nc(NCc2ccco2)nc2c1C(=O)CC(C)C2 (stereo unspecified) | 0.6% | 1.0% | -13.6% | 6.4% | 2.4%
CC(C)(O)/C=C/C(=O)[C@](C)(O)C1[C@H](O)C[C@@]2(C)C3CC=C4C(C[C@H](O)[C@@H](O)C4(C)C)[C@]3(C)C(=O)C[C@]12C (stereo partly specified) | -7.7% | 2.1% | 6.8% | x | 9.1%
Cc1noc(C)c1C(=O)N1CCN(S(=O)(=O)c2cccs2)CC1 | -11.4% | -4.4% | 8.5% | 5.4% | 0.2%
COc1ccc2oc(C(=O)c3ccccc3)c(N)c2c1 | x | 64.0% | 14.8% | 0.2% | x
CCN(CC)S(=O)(=O)c1ccc(OC)c(NC(=O)c2cc(=O)[nH]c3ccccc23)c1 | -4.2% | -3.4% | -5.8% | 8.8% | 2.6%
CCOC(=O)NC(=O)c1cn(N(C)c2ncc(C(F)(F)F)cc2Cl)c(=O)[nH]c1=O | 4.0% | -2.4% | -14.4% | 0.4% | 1.3% | VEEV TC-83 Vero 10K pilot screen=0.9
COc1cc2cc(C)c3nnc(SCC(=O)Nc4cc(C)on4)n3c2cc1OC | -17.4% | -2.0% | -2.8% | -8.6% | 0.5%
COc1cccc(C(=O)CC(C(=O)O)c2ccc(F)cc2)c1 (stereo unspecified) | 1.1% | -1.1% | -14.9% | -5.4% | 0.5%
CC(=O)N=C1SC2CS(=O)(=O)CC2N1Cc1ccc(C)cc1 (stereo unspecified) | x | -2.2% | -13.2% | 6.7% | i
O=C(NNC(=S)Nc1ccccc1)c1ccncc1 | -18.7% | 7.2% | 72.0% | -9.8% | 0.3%
Cc1noc(/C=C/c2cccs2)c1S(=O)(=O)N1CCC(C(=O)NCCCN2CCC(C)CC2)CC1 | 11.6% | u | u | 1.9% | 0.8%
O=C(COC(=O)Cc1ccccc1F)Nc1cc(S(=O)(=O)N2CCOCC2)ccc1N1CCCC1 | -11.4% | -8.2% | 1.7% | -13.7% | i
COc1cccc(O)c1CN1CCC(C(=O)Nc2ccc(Oc3cccnc3)cc2)CC1 | -1.7% | 6.4% | x | -12.4% | 4.1%
CCN1CCN(S(=O)(=O)c2ccc(Cl)c(C(=O)Nc3ccc(C(=O)N(CC)CC)cc3)c2)CC1 | -8.7% | -7.3% | -2.6% | 2.0% | i
Cc1cc(NC(=O)CSc2nnc(-c3ccncc3)n2-c2ccc(F)cc2)no1 | -0.5% | 0.8% | 0.9% | -13.1% | 1.7%
CCOc1ccc(NC(=O)CN2CCN(CC(=O)Nc3ccccc3OC)CC2)cc1 | -5.7% | 1.8% | 13.8% | 4.0% | 1.2%
COCCNC(=O)c1ccc2c(c1)ncn2-c1cccc(C)c1 | 3.8% | 6.4% | -1.5% | -4.5% | i

Arranged by molecular weight (high to low): some entries from above.
SMILES | influenza NS1A | M. tuberculosis HTS | tuberculosis growth | PhoP GFP inhibition | VEEV TC-83 Vero | others
CCN1CCN(S(=O)(=O)c2ccc(Cl)c(C(=O)Nc3ccc(C(=O)N(CC)CC)cc3)c2)CC1 | -8.7% | -7.3% | -2.6% | 2.0% | i
COc1cccc(O)c1CN1CCC(C(=O)Nc2ccc(Oc3cccnc3)cc2)CC1 | -1.7% | 6.4% | x | -12.4% | 4.1%
COc1cccc(C(=O)CC(C(=O)O)c2ccc(F)cc2)c1 (stereo unspecified) | 1.1% | -1.1% | -14.9% | -5.4% | 0.5%
